PPARg SRC3 recr: agonists of human PPARgamma SRC-3 coactivator recruitment; hit rate 0.26% among 200,000; biochemical PPARgamma/SRC-3 coactivator recruitment assay; P37231; activation, % at 8 µM; in the data active = activation above about 23%;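 also: 0% = DMSO and 100% = reference agonist; some compounds past the cut are filed as inactive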
Target sequence (P37231 whole entry, looked up): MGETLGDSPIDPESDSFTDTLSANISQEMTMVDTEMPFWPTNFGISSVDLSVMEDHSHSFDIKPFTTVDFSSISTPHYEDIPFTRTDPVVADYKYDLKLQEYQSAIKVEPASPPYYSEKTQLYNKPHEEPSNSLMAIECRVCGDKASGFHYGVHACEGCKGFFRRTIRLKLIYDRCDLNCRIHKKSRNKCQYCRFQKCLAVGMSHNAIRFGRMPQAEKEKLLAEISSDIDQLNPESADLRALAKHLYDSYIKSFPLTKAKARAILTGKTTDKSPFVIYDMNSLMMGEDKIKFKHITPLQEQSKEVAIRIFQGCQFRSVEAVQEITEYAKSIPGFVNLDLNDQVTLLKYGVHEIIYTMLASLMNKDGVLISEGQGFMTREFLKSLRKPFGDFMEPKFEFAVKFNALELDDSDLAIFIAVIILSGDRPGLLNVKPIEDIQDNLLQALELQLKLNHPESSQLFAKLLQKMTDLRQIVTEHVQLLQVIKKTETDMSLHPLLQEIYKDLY
TR-FRET SRC-2 ct: counter-screen for PPARgamma SRC-2 recruitment agonists: TR-FRET artefact. hits give high values. TR-FRET ratio at 8 µM. hit rate 0.4% among 200,000. AID 1049; in the data active = TR-FRET ratio above about 2000; also: inactives centre near 1500
Redox H2O2 prof: compounds producing H2O2 with reducing agent – biochemical, NIH compound library profiling, artefact control for MLSCN library redox annotation, primary screen; DTT-dependent redox cycling H2O2, phenol red/HRP absorbance; 100% = 100 µM peroxide control, 0% = buffer; activation, % at 10 µM; hit rate 0.03% among 200,000; AID 878;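 active = activation of at least 50% relative to the plate's high and low controls in the primary single-dose screen; inactive = activation below 50%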;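 also: compound incubated with DTT at 0.8 mM final as the reducing agent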
PPARg SRC-1 ag: promotes SRC-1 coactivator recruitment by human PPARgamma. PPARgamma-SRC-1 coactivator recruitment biochemical assay. activation, % at 8 µM. hit rate 0.41% among 200,000. AID 631; in the data active = activation above about 19%;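 also: 0% = DMSO and 100% = reference agonist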
RAM inhibit: yeast RAM network inhibition | S. cerevisiae dse1pr::URA3 reporter, 5-FOA growth OD615, 2 d; analog-sensitive cbk1-as2 kinase mutant strain | hit rate 1.8% among 190,000 | AID 868 | inhibition, % at 50 µM;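 active = inhibition above a set limit, 3 SD over mean compound inhibition, cut at about 8.4% in these data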;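 also: 0% = DMSO-only wells with no growth and 100% = 10 µM 1-NA-PP1 full growth; inhibition rescues growth on 5-FOA so higher OD means more RAM inhibition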
bIAP inhibitor: blocks bovine intestinal alkaline phosphatase activity; AID 1019; purified bovine IAP, CDP-star luminescence, 30 min; 190,000 tested, under 10 active; inhibition, % at 20 µM;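 active = over 50% inhibition of intestinal alkaline phosphatase at 20 µM in the single-dose screen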
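test system = bovine IAP enzyme | medium = DEA buffer 100 mM, pH 9.8, with MgCl2 1.0 mM, ZnCl2 0.02 mM | detection = luminescence | dosing = single compound dose of 20 µM, 2% DMSO final | incubation = 30 min reaction at room temperature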
HMGR II inh: blocks class II HMG-CoA reductase of Enterococcus faecalis. purified E. faecalis HMGR, NADPH absorbance 340 nm kinetic. inhibition, % at 10 µM. hit rate 0.41% among 190,000;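 active = inhibition above a set limit, the median over all tested compounds plus 3 SD, cut at about 9.5% in these data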;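 also: enzyme runs in reverse so mevalonate oxidation gives rising NADPH absorbance; 0% = complete reaction with DMSO and 100% = background rate lacking mevalonate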
L major viab: reduces viability of Leishmania major promastigotes. resazurin fluorescence viability. inhibition, % at 10 µM. hit rate 9% among 200,000; in the data active = inhibition above about 50%;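 also: promastigotes grown with compound for 44 hours at 28 °C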
PPARg SRC2 recr: PPARgamma-driven SRC-2 recruitment agonism; PPARgamma LBD-SRC-2 recruitment, biochemical; activation, % at 8 µM; hit rate 0.34% among 200,000; in the data active = activation above about 22%;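 also: 0% = vehicle and 100% = reference agonist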
S1P3 antag: antagonists of human S1P3 receptor; Q99500; CHO S1P3 NFAT-BLA reporter, FRET fluorescence, antagonist mode; inhibition, % at 4.98 µM; hit rate 0.27% among 170,000;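 active = inhibition above the plate cutoff, the mean inhibition of test wells on that plate plus 3 SD, cut at about 28% in these data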;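 also: cells challenged with S1P at its EC80 of 0.8 µM; blue over green emission ratio from cleaved BLA substrate after 4 h stimulation; 0% = S1P-stimulated wells and 100% = unstimulated DMSO-only wells; some compounds past the cut are filed as inactive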
Target sequence (Q99500 whole entry, looked up): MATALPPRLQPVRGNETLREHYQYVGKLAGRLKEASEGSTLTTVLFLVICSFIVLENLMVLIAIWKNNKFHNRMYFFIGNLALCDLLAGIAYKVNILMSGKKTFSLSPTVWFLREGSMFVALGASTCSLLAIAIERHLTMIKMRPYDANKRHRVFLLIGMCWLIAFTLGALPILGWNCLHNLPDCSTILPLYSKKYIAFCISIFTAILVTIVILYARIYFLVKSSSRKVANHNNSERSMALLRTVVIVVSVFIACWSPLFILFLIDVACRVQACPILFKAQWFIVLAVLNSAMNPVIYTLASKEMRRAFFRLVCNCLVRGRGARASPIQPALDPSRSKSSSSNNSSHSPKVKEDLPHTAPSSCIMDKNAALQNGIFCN
ROMK primary: human ROMK K+ channel modulation, primary screen. P48048. Tet-inducible ROMK, thallium flux fluorescence; actives lie on both sides. B-score at 10 µM. hit rate 2% among 130,000;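 active = signal ratio slope over the read window, or its plate-corrected B-score, at least 3 SD from the plate mean, either direction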;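 also: B-score of the F/F0 ratio slope over 7 to 12 s after thallium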
Active calls of the source: *; nt = no result given.

SMILES	PPARg SRC3 recr	TR-FRET SRC-2 ct	Redox H2O2 prof	PPARg SRC-1 ag	RAM inhibit	bIAP inhibitor	HMGR II inh	L major viab	PPARg SRC2 recr	S1P3 antag	ROMK primary
O=C(c1cccc(S(=O)(=O)N2CCCC2)c1)c1nnc(-c2ccncc2)o1	9	1662	8.3	4	0.5	0	-9	-4	2	-26	nt
CC1=C(C)CC(C(=O)NNC(=O)c2csc3c2CCC(C(C)(C)C)C3)C(C(=O)O)C1 (stereo not drawn)	1	1557	-0.1	6	2.4	4	-2	-8	4	2	2.1
Cc1ccc(S(=O)(=O)N(CCCO)CC(O)CON=C2c3ccccc3-c3ccccc32)cc1 (stereo not drawn)	-3	1545	2.1	4	13*	19	1	100*	3	-3	nt
CCCCCCCCOC(=O)C(NC(=O)CCC(=O)Nc1ccc(S(N)(=O)=O)cc1)C(O)c1ccccc1 (stereo not drawn)	7	1412	0.8	-3	3.5	nt	-7	7	-4	nt	0.0095
O=C(c1cc(Cl)ccc1Cl)N1CCOCC1	-3	1436	0.2	0	0.4	2	-1	-9	4	-38	-0.31
Cc1ccc(N=C2NC(=O)/C(=C\c3ccco3)S2)cc1	1	1558	-0.5	0	2.8	10	-4	-5	3	-27	0.5
CC(=O)CCn1cnc([N+](=O)[O-])n1	2	1566	-0.1	6	-0.2	7	-2	-2	7	-9	-0.023
Cc1c(CCCN)c2ccccc2n1Cc1ccccc1	1	1557	-1.3	2	0.0	-5	1	92*	1	-25	-2.9*
CCOC(=O)N1CCN(C(=S)Nc2ccc(C)cc2C)CC1	4	1635	-1.9	4	1.4	-4	-2	-7	9	4	0.78
C/C(=N\NC(=O)COc1ccccc1[N+](=O)[O-])c1cccs1	-2	1368	-0.9	-4	2.0	-2	1	-1	-1	-11	1.4*
O=C(CSc1nc2ncc(Br)cc2[nH]1)c1cccc([N+](=O)[O-])c1	5	1662	0.7	4	2.6	26	0	54*	7	-15	-0.89
CN(c1ccccc1)S(=O)(=O)c1ccc(NC(=S)NC(=O)c2ccccc2)cc1	-4	1608	0.0	6	1.1	35	-2	100*	6	nt	nt
O=c1nccc(NCc2ccco2)[nH]1	2	1495	0.7	4	0.8	8	1	-3	0	-26	nt
COc1ccc2c(c1)O[C@@H](c1cccc(C(F)(F)F)c1)[C@H](OC(=O)NCCc1ccc(OC)c(OC)c1)C2=O	0	1492	0.0	4	3.1	7	-4	4	16	-6	0.45
COc1ccc(-c2nn(-c3ccccc3)cc2/C=N/Nc2ccc(S(N)(=O)=O)cc2[N+](=O)[O-])cc1OC	2	1382	0.0	11	2.1	29	-1	14	2	-9	0.37
O=C(COc1ncnc2scc(-c3ccc(Cl)cc3)c12)NCc1ccco1	3	1862	-0.2	6	2.0	14	-4	20	15	nt	nt
Cc1nc2ncnn2c(C)c1CCC(=O)N1CCCCC1	-13	1544	0.1	2	-0.1	6	1	-6	9	nt	-0.63
CC(C)(C)C1CCC(=NNC(=O)C(=O)NC2CCCCC2)CC1 (stereo not drawn)	-4	1542	-0.6	1	1.8	-10	-2	17	-1	-3	nt
Cc1ccc(-n2nc(C)c3c(C)c(CCC(=O)NCc4ccccc4)c(C)nc32)cc1	-5	1591	-0.8	10	1.7	-1	3	2	-2	nt	nt
CC(C)N1C(=O)/C(=C\c2nc3ccccc3c(=O)n2-c2ccccc2)c2ccccc21	9	1628	0.0	-5	5.2	6	0	99*	11	1	-0.087
Cc1nc2ccc(NC(=O)c3cccc(S(=O)(=O)N(C)c4ccccc4)c3)cc2s1	6	1676	0.2	9	0.1	-5	-2	99*	10	-17	-1.4
Cc1ccc2nsnc2c1S(=O)(=O)Nc1cccc2nsnc12	-2	1491	-0.7	6	0.8	-6	-2	5	-2	-18	nt
COc1ccc(NC(=O)COC(=O)C2CCCCC2)c([N+](=O)[O-])c1	0	1681	0.1	2	0.7	5	-4	-6	1	2	nt
Cc1ccnc(NS(=O)(=O)c2ccccc2)n1	10	1650	1.0	3	-0.8	-1	0	-3	8	-6	-0.39
Cc1cccc(NC(=S)NNc2ncc(C(F)(F)F)cc2Cl)c1	-1	1381	0.1	-6	2.5	38	2	-8	-1	16	0.64
SMILES	PPARg SRC3 recr	TR-FRET SRC-2 ct	Redox H2O2 prof	PPARg SRC-1 ag	RAM inhibit	bIAP inhibitor	HMGR II inh	L major viab	PPARg SRC2 recr	S1P3 antag	ROMK primary
CCn1cc(Br)c(C(=O)N2CCN(c3ccccc3)CC2)n1	12	1642	1.9	-5	-1.4	-11	-1	-4	6	-6	0.14
O=C(Nc1ccccc1F)c1ccc(S(=O)(=O)NCC2CCCO2)cc1 (stereo not drawn)	-14	1559	2.5	-6	0.9	9	-2	-6	-11	-38	-1.1
COc1ccc(/C=C(\C#N)C(=O)NCc2cccnc2)cc1OC	5	1461	-0.5	-4	0.1	12	2	-1	-3	4	-1.2
O=C1CC(c2ccccc2)CC(O)=C1C=NCc1ccc(Cl)cc1 (stereo not drawn)	4	1474	-4.0	-3	4.0	6	-2	-5	-1	nt	nt
O=C(N/N=C/c1c(O)ccc2ccccc12)c1ccc[n+](CCO)c1	11	1777	-0.8	10	1.1	4	2	-13	16	-12	-0.054
CNC(=S)NNc1nc(N2CCOCC2)nc(N2CCOCC2)n1	-3	1572	0.8	3	2.0	-8	-1	0	0	-27	-1.3
NC(=O)c1cc2ccc(O)cc2oc1=Nc1ccccc1	1	1544	0.1	-2	0.9	18	-2	-6	-2	-25	nt
O=C(CSc1nnc(-c2ccco2)n1Cc1ccccc1)NCc1ccccc1	7	1661	0.7	3	2.0	3	-4	2	3	nt	-2.4
CN(C)CCCNc1ncnc2c1cnn2-c1ccccc1	-4	1674	0.1	-1	1.3	4	-2	14	-1	-18	nt
CCCCCCNC(=O)Nc1ccccc1	-1	1478	0.0	-3	0.7	17	-2	7	4	8	nt
CC(=O)c1cccc(NC(=S)NC(=O)c2ccc(Cl)cc2)c1	-1	1610	0.0	0	3.7	-18	2	-6	-5	5	nt
O=c1c2ccccc2nnn1CSc1nc2cc(Cl)ccc2c(=O)n1Cc1ccco1	-3	1459	3.0	1	nt	nt	nt	5	-3	1	nt
CCOc1ccc2[nH]cc(S(=O)(=O)c3ccc(Cl)cc3)c(=O)c2c1	3	1520	-1.8	5	4.0	-2	2	6	-2	-5	0.25
COC(=O)c1sccc1NC(=O)C1C2C=CC(O2)C1C(=O)O (stereo not drawn)	6	1647	12	3	0.3	6	-2	-6	10	-2	-0.058
CSc1nc2ccccc2n1Cc1c(Cl)cccc1Cl	1	1302	0.1	-7	-0.8	16	-9	18	-7	nt	-1.9
C#CCNc1nc(C)nc2c1nnn2Cc1ccccc1F	16	1625	-0.5	2	-0.1	5	-3	2	6	-30	nt
CN1CCN(C(=O)C2CCC(CNS(=O)(=O)c3cccc4cccnc34)CC2)CC1 (stereo not drawn)	5	1374	-0.8	2	0.7	3	-7	-1	-5	-11	nt
Cc1ccc(C)c(CSc2nnc(C)c(=O)[nH]2)c1	1	1436	-0.4	6	2.4	6	-7	-3	6	-13	0.28
CC(C)NC(=O)C1CCN(C(=O)C(C(=O)c2ccccc2)n2cc(Cl)ccc2=O)CC1 (stereo not drawn)	0	1518	17	4	0.1	4	0	-7	1	-12	nt
COc1ccc(/C=N/NC(=O)c2cccc(NC(=O)c3ccc(F)cc3)c2)c(C(=O)O)c1OC	-1	1469	0.3	1	0.7	-16	-1	6	-2	9	nt
COc1ccc(CN2C(=O)c3cccnc3C2O)cc1 (stereo not drawn)	12	1520	68*	7	-0.3	18	-10	-2	5	nt	nt
CCCN(CCC)CCNC(=O)C1c2ccccc2C(=O)N(CCOC)C1c1ccc(F)cc1 (stereo not drawn)	3	1353	-0.1	4	1.0	29	0	-3	4	nt	-0.94
COc1ccc(OCC(O)Cn2c(=N)n(CCN3CCOCC3)c3ccccc32)cc1 (stereo not drawn)	-14	1424	0.2	7	0.4	10	1	-5	2	5	0.2
CCOc1ccc(N(CC(=O)NCc2cccc(OC)c2)S(=O)(=O)c2c(C)noc2C)cc1	-5	1473	2.5	0	5.8	1	0	18	1	-18	nt
Nc1nc(CSCc2ccccc2)nc(N2CCOCC2)n1	-2	1423	2.6	-9	0.0	3	-2	-2	-4	-14	nt
SMILES	PPARg SRC3 recr	TR-FRET SRC-2 ct	Redox H2O2 prof	PPARg SRC-1 ag	RAM inhibit	bIAP inhibitor	HMGR II inh	L major viab	PPARg SRC2 recr	S1P3 antag	ROMK primary
CCO[C@H]1OC(C(=O)O)=C[C@@H](c2ccc3c(c2)OCO3)[C@@H]1CCCO	0	1484	0.1	-4	2.3	-2	1	-3	3	-12	nt
O=C(NCCN1CCN(c2ccccc2)CC1)c1cccn2c(=O)c3ccccc3nc12	-2	1604	0.2	-1	0.2	2	2	3	-2	-3	0.64
Cc1ccc(S(=O)(=O)CCC(=O)NCc2ccccc2Cl)cc1	1	1456	-0.5	-10	-0.5	12	-2	0	-8	12	-0.012
COCCCn1c(SCC(=O)N2CCc3ccccc32)nnc1-c1ccoc1C	0	1556	0.2	6	nt	nt	nt	-2	5	-7	nt
Cc1nnc(-c2ccco2)c2cn(-c3cccc(Br)c3)nc12	1	1575	1.1	6	3.0	3	-1	23	0	-14	-0.14
Cc1ccc(-c2cnn(-c3cccc(C(F)(F)F)c3)c2N)cc1	3	1349	-8.4	5	3.9	7	-4	-17	4	nt	0.74
CCC(C)Nc1c2c(nc3c(-c4ccccc4)c(C)nn13)CCC2 (stereo not drawn)	8	1553	-3.2	13	1.6	-2	-6	14	4	nt	nt
Cc1ccc(NC(=O)CSCC(=O)N2CCOCC2)cc1	9	1513	0.5	-1	1.7	4	5	-1	-5	nt	0.75
CCOc1ccc(C(CC(=O)O)NS(=O)(=O)c2ccc(C)cc2)cc1OC (stereo not drawn)	-4	1434	0.1	-2	0.4	2	-6	-3	1	8	nt
COc1ccccc1N(CC(=O)NCC1CCCO1)C(=O)Cn1nnc(-c2cccs2)n1 (stereo not drawn)	11	1640	-0.6	9	-0.2	-7	-2	-1	14	7	nt
CCOC(=O)c1sc(NC(=O)c2cc(S(=O)(=O)N3CCOCC3)ccc2C)nc1C	6	1575	0.5	5	1.1	-2	0	14	15	nt	nt
CN(C)S(=O)(=O)c1cccc(NC(=O)COC(=O)/C=C/c2ccco2)c1	4	1556	0.4	2	2.0	9	2	-3	-1	-7	nt
COc1ccc(OC)c2c1sc(=NC(=O)c1cccc(N3C(=O)CCC3=O)c1)n2C	11	1818	-0.7	4	2.5	12	-8	-3	12	nt	nt
Cc1ccc(C)c(-n2ccnc2SCC(N)=O)c1	1	1489	-0.1	2	5.1	-2	-2	-3	3	-12	nt
CC1(C)CC(=O)C(C=NCC2CCNCC2)=C(O)C1	-3	1579	-0.6	7	0.5	10	2	-3	5	-26	nt
COc1ccc(-n2c(SCC#N)nc3ccccc3c2=O)cc1	-3	1674	2.0	-4	6.3	12	-1	1	2	19	nt

Entries listed above shown as hits in RAM inhibit.
smiles	PPARg SRC3 recr	Redox H2O2 prof	PPARg SRC-1 ag	RAM inhibit	bIAP inhibitor	HMGR II inh	PPARg SRC2 recr	S1P3 antag	ROMK primary
Cc1ccc(S(=O)(=O)N(CCCO)CC(O)CON=C2c3ccccc3-c3ccccc32)cc1 (stereo not drawn)	-3	2.1	4	13*	19	1	3	-3	nt

Compound activity from PubChem BioAssay.
